# NR2E3 ag-1 = human photoreceptor-specific nuclear receptor agonism; Q9Y5X4; CHO-S Gal4-NCOR/VP16-NR2E3 two-hybrid, luciferase; inhibition of corepressor binding, % at 3.98 µM; 0.35% of 360,000 active; AID 602229;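 active = inhibition above the mean of all tested compounds plus 3 SD, cut at about 70% in these data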;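 also: 0% = DMSO with NR2E3 transfected cells and 100% = cells lacking NR2E3 construct; higher means lower luciferase signal from less NR2E3 corepressor binding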
# Target sequence (Q9Y5X4 whole entry, looked up, the tested form may be a part): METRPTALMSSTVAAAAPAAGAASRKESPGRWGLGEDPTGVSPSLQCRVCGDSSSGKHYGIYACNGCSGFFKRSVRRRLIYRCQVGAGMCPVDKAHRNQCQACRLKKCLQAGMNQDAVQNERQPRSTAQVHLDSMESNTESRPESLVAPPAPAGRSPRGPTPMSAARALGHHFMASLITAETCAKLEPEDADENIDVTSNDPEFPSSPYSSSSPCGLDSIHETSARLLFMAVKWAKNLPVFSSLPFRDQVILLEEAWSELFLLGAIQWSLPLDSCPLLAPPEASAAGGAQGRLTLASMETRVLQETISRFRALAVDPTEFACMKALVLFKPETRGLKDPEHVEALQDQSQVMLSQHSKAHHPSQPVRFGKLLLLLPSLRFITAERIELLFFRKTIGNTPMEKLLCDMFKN
# Shn3 3UTR inh = Schnurri-3 reporter inhibition in Clone20 osteoblasts. AID 588674. Clone20 osteoblast Shn3 3'UTR firefly luciferase, 24 h. 0.52% of 360,000 active. inhibition, % at 12.5 µM;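 active = mean inhibition of at least 75% with every replicate also reaching 75%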;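 also: 0% = median of neutral control wells and 100% = pilot-screen positive control compound; some compounds past the cut are filed as inactive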
# Vif imaging = inhibitors of HIV Vif; HEK293T cells, Vif self-association by quenched fluorescence, imaging, 24 h; inhibition, % at 7.49 µM; 0.35% of 340,000 active; AID 602346; in the data active = inhibition above about 50%, passing the limit was not always enough; also: some results filed as inactive read as strong as hits
# CF NFkB inh = inhibitors of cystic fibrosis induced NF-kB; inhibition, % at 5 µM; 0.86% of 360,000 active; KKLEB NF-kB-GFP reporter, PAF-induced, GFP fluorescence overnight; AID 588850;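 active = at least 50% inhibition at 5 µM, scaled per plate between neutral and stimulator controls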;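 also: PAF is a Pseudomonas aeruginosa culture filtrate used as stimulus; plate controls were PAF-stimulated DMSO wells for no effect and unstimulated DMSO wells for full effect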
# PDI inh = blocks human protein disulfide isomerase activity. PDI insulin aggregation turbidity, A650, 90 min. inhibition, % at 10 µM. 0.052% of 350,000 active. AID 588391;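 active = mean inhibition across replicates of 30% or more, whatever share of single replicates reach that level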;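 also: absorbance from insulin aggregation driven by PDI reduction with DTT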
# Target sequence (P07237 whole entry, looked up): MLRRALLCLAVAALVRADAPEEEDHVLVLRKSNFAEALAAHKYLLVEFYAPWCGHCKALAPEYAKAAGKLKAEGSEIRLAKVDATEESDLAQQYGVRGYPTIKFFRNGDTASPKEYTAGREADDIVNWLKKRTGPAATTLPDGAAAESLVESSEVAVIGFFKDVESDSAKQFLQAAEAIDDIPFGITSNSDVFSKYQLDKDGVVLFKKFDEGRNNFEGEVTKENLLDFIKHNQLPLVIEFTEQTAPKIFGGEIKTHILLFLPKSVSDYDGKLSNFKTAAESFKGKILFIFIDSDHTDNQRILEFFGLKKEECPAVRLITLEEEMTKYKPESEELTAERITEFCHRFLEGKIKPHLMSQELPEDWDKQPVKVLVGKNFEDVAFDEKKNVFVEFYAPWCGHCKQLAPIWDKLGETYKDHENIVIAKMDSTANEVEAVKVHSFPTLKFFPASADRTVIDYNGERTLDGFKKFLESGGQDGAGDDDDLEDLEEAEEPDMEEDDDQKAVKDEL
# CaV13 FRET inh = Primary screen for inhibitors of IQ motif and Ca2+-dependent inactivation inhibitor domain binding in CACNA1D, Förster resonance energy transfer in living cells, …. HEK cells, CFP/YFP FRET ICDI-IQ, plate reader, 10 min; percent FRET-ratio fall versus neutral wells. 0.098% of 340,000 active. inhibition, % at 12.3 µM;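 active = mean replicate inhibition of at least 30% and at least 1% of replicates passing that level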;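 also: 0% = median of the neutral control wells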
# KKLEB tox = CF airway cell cytotoxicity counter-screen. AID 602141. KKLEB CF airway cells viability, ATPlite luminescence, overnight; active compounds read low; cells stimulated with P. aeruginosa culture filtrate. activity change (cytotoxicity), % at 5 µM. 0.36% of 360,000 active;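 active = corrected activity change at or below -50% at 5 µM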
# NR2E3 ag-2 = agonists of human nuclear receptor NR2E3; Q9Y5X4; GST-NR2E3/biotin-RetCOR TR-FRET, 1536-well; inhibition of corepressor binding, % at 4.78 µM; 0.12% of 320,000 active; AID 2300;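 active = percent inhibition above the cutoff of mean plus 3 SD of all tested compounds, set per screening campaign, cut at about 20% in these data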;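 also: 0% = DMSO wells and 100% = biotin wells as full block of FRET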
#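 System: GST-tagged NR2E3 plus biotinylated RetCOR corepressor; Amount: 1.35 nM GST-tagged NR2E3 final; Dosing: single nominal compound dose of 4.8 µM; Schedule: 5 h incubation at 4 °C; Technique: TR-FRET with europium anti-GST and streptavidin-D2, 340 nm excitation; Controls: biotin wells as high control, 0.6% DMSO wells as low control.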
# TRPM1 prom inh = reduces MITF-dependent TRPM1 promoter luciferase signal. 0.83% of 330,000 active. inhibition, % at 12.5 µM. SK-MEL-5 TRPM1 promoter luciferase, 24 h. AID 488899;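 active = mean inhibition across replicates of 60% or more, whatever share of single replicates reaches that level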; also: values of inactives mirror those of a sister screen read the other way
# Peg3 prom inh = reduces Peg3 promoter-driven luciferase expression in HeLa. HeLa PEG-Prom luciferase reporter, luminescence, overnight. 1.7% of 360,000 active. inhibition, % at 20 µM. AID 588405;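 active = inhibition of at least 50% at 20 µM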
# HIF-2a block = blocks HIF-2a reporter activity. 786-0 RCC cells HIF-2a reporter, luciferase luminescence, overnight. inhibition, % at 18.8 µM. 0.72% of 360,000 active. AID 624352;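 active = inhibition of the luminescence signal of 40% or more relative to plate controls, in a single-dose primary screen at 18.75 µM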
# An asterisk follows results filed as active; . = not tested or not shown. Not a hit list; any-hit rate near 3.3%.
canonical_smiles,NR2E3 ag-1,Shn3 3UTR inh,Vif imaging,CF NFkB inh,PDI inh,CaV13 FRET inh,KKLEB tox,NR2E3 ag-2,TRPM1 prom inh,Peg3 prom inh,HIF-2a block
CN(C)c1ccc(NC(=O)c2cnsn2)cc1,-103,11,1,16,-3,-3,-3,-3,3,-8,-26
CCn1cc(/C=C(\NC(=O)c2ccc(OC)c(OC)c2)C(=O)NCCN2CCOCC2)c2ccccc21,-11,-4,0,5,0,-4,-11,0,9,-13,4
COc1cccc(C(=O)OCC(=O)Nc2ccccc2N2CCOCC2)c1,0,3,5,-6,-4,-3,10,0,1,17,23
Cc1ccc(C(=O)N2CCCC2)c(F)c1F,-5,7,27,-12,3,-5,0,2,-6,14,-11
O=C(Nc1ccc(N2CCOCC2)nc1)c1c(F)cccc1F,-35,-21,1,-1,1,9,2,6,-37,-131,-148
Cc1cc(Cl)c(S(=O)(=O)Nc2cc(S(=O)(=O)N3CCOCC3)ccc2F)cc1OCC(N)=O,9,9,2,-2,-3,1,13,4,4,-3,0
O=C(NNC(=S)NC(=O)c1ccco1)c1ccc(F)cc1,4,19,-4,10,11,-5,-4,2,-3,9,14
O=C1NC(Cc2c[nH]c3ccccc23)C(=O)N1c1ccc(F)cc1 (configuration not stated),-2,-5,.,8,1,-4,-2,2,-1,6,12
O=c1c2sccc2nc(SCc2cc(=O)n3cc(Br)ccc3n2)n1Cc1ccccn1,-45,-44,3,-4,8,-5,-1,6,-19,-148,-136
O=C(NCCCn1ccnc1)c1cc2c(s1)CCCCC2,-8,-27,.,-18,-1,.,8,-1,-16,-25,-41
COc1nc(C)nc2c1sc(=S)n2C,0,-10,0,-7,1,-4,6,2,-8,4,15
COc1cccc(Nc2ncnc3nc[nH]c23)c1,-35,-23,.,26,-12,-5,5,3,.,-111,-136
CSc1ccccc1NC(=O)Cn1nc([N+](=O)[O-])cc1C,-4,-11,3,-5,-9,1,12,1,3,8,1
CCc1ccc(NC(=O)Nc2ccc3c(c2)CCC3)cc1,-13,-48,-3,-10,-3,.,17,2,-57,-120,-200
COC(=O)c1ccc(CSc2ncn[nH]2)o1,-18,-11,3,-20,0,-6,7,1,8,-1,7
CC(C)N=C1NN=C(c2ccc(Cl)c(Cl)c2)CS1,-163,-123,-11,-18,1,4,6,.,-39,-273,-254
Cc1ccc2nc(NC(=O)c3ccccc3F)sc2c1,-194,-8,-5,20,0,-2,-22,4,15,-16,-69
O=C(Nc1ccc2sc3ccccc3c(=O)c2c1)c1ccccc1Cl,-162,-44,-8,-27,-3,11,-3,-1,-65,-211,-208
Fc1cccc(-c2cc3nc4c(c(N5CCC6(CC5)OCCO6)n3n2)CCCC4)c1,-12,-47,-8,14,-6,-8,-15,3,-34,-177,-92
CCOC(=O)C1(Cc2cccc(OC)c2)CCCN(Cc2cc(OC)c(O)c(OC)c2)C1 (configuration not stated),-1,6,3,-3,7,-5,2,-1,-10,10,13
COC(=O)c1ccc(NC(=O)C(=O)N2CCN(C(=S)Nc3ccccc3OC)CC2)cc1,-39,-7,-16,-2,0,-15,-5,-2,5,11,11
CC(=O)Nc1cccc(NC(=O)c2ccc3c(c2)CCN3S(C)(=O)=O)c1,1,10,2,-5,2,-20,-5,-1,4,1,-9
O=C(CSc1nc(=O)n2ccccc2n1)OCc1ccccc1,-18,5,.,15,-4,-6,-12,12,-10,22,9
CN(C)S(=O)(=O)c1ccc(Nc2nc(C3CC3)nc3c2nnn3Cc2ccccc2Cl)cc1,9,69,-1,27,-18,-5,-10,1,37,40,28
CC1CCN(c2c(NCC3CCC(C(=O)NCCc4ccccc4)CC3)c(=O)c2=O)CC1 (configuration not stated),3,-3,-9,0,3,-6,7,2,7,-7,9

# Reprinted at random: 2 compounds from above, in no set order.
canonical_smiles,NR2E3 ag-1,Shn3 3UTR inh,Vif imaging,CF NFkB inh,PDI inh,CaV13 FRET inh,KKLEB tox,NR2E3 ag-2,TRPM1 prom inh,Peg3 prom inh,HIF-2a block
Fc1cccc(-c2cc3nc4c(c(N5CCC6(CC5)OCCO6)n3n2)CCCC4)c1,-12,-47,-8,14,-6,-8,-15,3,-34,-177,-92
CSc1ccccc1NC(=O)Cn1nc([N+](=O)[O-])cc1C,-4,-11,3,-5,-9,1,12,1,3,8,1

# Some of these compounds in order of the Vif imaging value, rising:
SMILES,Vif imaging
CN(C)c1ccc(NC(=O)c2cnsn2)cc1,1
CC(=O)Nc1cccc(NC(=O)c2ccc3c(c2)CCN3S(C)(=O)=O)c1,2
COC(=O)c1ccc(CSc2ncn[nH]2)o1,3

# Back to the main list, starting three compounds before the break.
canonical_smiles,NR2E3 ag-1,Shn3 3UTR inh,Vif imaging,CF NFkB inh,PDI inh,CaV13 FRET inh,KKLEB tox,NR2E3 ag-2,TRPM1 prom inh,Peg3 prom inh,HIF-2a block
O=C(CSc1nc(=O)n2ccccc2n1)OCc1ccccc1,-18,5,.,15,-4,-6,-12,12,-10,22,9
CN(C)S(=O)(=O)c1ccc(Nc2nc(C3CC3)nc3c2nnn3Cc2ccccc2Cl)cc1,9,69,-1,27,-18,-5,-10,1,37,40,28
CC1CCN(c2c(NCC3CCC(C(=O)NCCc4ccccc4)CC3)c(=O)c2=O)CC1 (configuration not stated),3,-3,-9,0,3,-6,7,2,7,-7,9
CCn1c(CN2CCN(c3cccc(C)c3C)CC2)n[nH]c1=S,-18,17,3,-6,15,8,6,2,1,0,1
CN1C(=S)SC(/[N+]([O-])=C\c2cccs2)C1(C)C (configuration not stated),-6,-2,10,-9,-5,.,-9,1,2,2,15
Cc1nc2sc(C(=O)Nc3ccccc3)c(N)c2c(C)c1[N+](=O)[O-],-104,-44,-1,-14,-2,-5,-3,3,-43,-207,-275
Cc1ccc(C(=O)Nc2c(-c3cccs3)nc3cc(C)ccn23)cc1,0,-1,10,-4,6,-2,4,2,7,5,-13
COc1cccc(OC)c1NC(=O)c1ccc(-c2cc(Cl)ccc2Cl)o1,-19,16,-20,-2,-1,-4,12,.,.,16,-5
Cc1cc(=O)oc2cc(OCC(O)CN3CCN(c4ccccc4)CC3)ccc12 (configuration not stated),36,-12,-6,-8,-3,.,-2,-2,-2,8,-4
COc1ccc(CNC(=O)C2COc3ccccc3O2)cc1 (configuration not stated),-26,-35,.,4,-7,-4,7,1,-35,-114,-109
COC(=O)CS(=O)(=O)c1cc([N+](=O)[O-])ccc1NC(=O)OC,-14,-10,8,24,0,0,-4,-5,-5,4,12
COC(=O)c1ccc(C)c(-n2c(=O)n(Cc3ccccc3)c(=O)c3[nH]cnc32)c1,1,-15,10,23,-5,-16,-8,-1,3,17,12
Cc1cc(=O)oc2cc(OCCC[n+]3ccccc3)ccc12,7,.,1,-2,-9,-17,7,0,-14,5,15
Cc1ccc(C(=O)Oc2cccc(NC(=O)c3ccco3)c2)cc1S(=O)(=O)N1CCC(C)CC1,-3,3,-2,2,-10,-5,-5,1,-19,-23,-26
CCn1c(COc2ccccc2C)nnc1SCC(=O)CC(=O)Nc1ccccc1OC,26,16,-24,4,-1,-4,9,1,16,17,18
COc1cc([N+](=O)[O-])ccc1NC(=O)Cn1ccsc1=N,-1,-5,8,-8,3,0,1,1,3,-5,-16
CCCc1cc(=O)[nH]c(SCC(=O)N(CCC#N)c2ccc3c(c2)OCCO3)n1,-3,5,-4,6,11,-6,-8,.,-17,-8,15
C[C@@H]1CN([C@H](C)CO)C(=O)CCCn2nncc2CO[C@H]1CN(C)Cc1ccccc1C(=O)O,-6,3,-14,4,-9,-9,3,.,.,4,-4
COC(=O)CN(C)C1CC(=O)N(c2ccc(Cl)cc2)C1=O (configuration not stated),0,-3,-12,9,7,-4,-5,0,-1,-4,3
CC(=O)N1CCN(CCN=CC2=C(O)CC(c3ccco3)CC2=O)CC1 (configuration not stated),-3,2,.,-9,10,-5,2,0,-6,-2,9
COc1cccc(CC(NC(C)=O)C(=O)NC2CCN(S(=O)(=O)c3ccc(NC(C)=O)cc3)CC2)c1 (configuration not stated),20,0,3,-7,-4,-1,2,0,0,29,6
O=C1/C(=C/c2ccc(O)cc2)CCc2ccc([N+](=O)[O-])cc21,-16,-26,11,-9,3,-3,-9,-2,-29,-10,-23
O=C(Cc1ccccc1)NCC(=O)N1CCCCCC1,-26,12,-2,-4,-12,-5,-4,0,-3,-14,-2
O=c1oc(-c2ccccc2)c(-c2ccccc2)c2ccccc12,15,10,-4,-30,9,-9,1,.,6,20,1
COc1cccc(CN2CCC(n3nccc3NC(=O)CCOc3ccccc3)CC2)c1,1,5,-4,-5,3,-7,-8,-1,11,5,14
CCOc1ccc(CC(=O)Nc2ccc(-c3ccc4nnc(C)n4n3)cc2)cc1,-27,-7,10,-102,1,-7,5,-6,-1,-42,-100
CCC(C)NC(=O)CSc1nnc(-c2ccncc2)n1-c1ccc(OC)cc1 (configuration not stated),-7,12,0,-10,-5,1,3,-2,-4,15,17
CCOC(=O)c1cccc(NC(=O)CS(=O)(=O)Cc2nc(-c3cccc(OC)c3)oc2C)c1,-5,-19,7,-6,-4,-5,-4,-5,12,20,12
CCCCOc1ccc(C(=O)NCC(=O)OCC(=O)c2c(N)n(C)c(=O)n(C)c2=O)cc1,3,7,28,15,6,-6,-3,.,-12,-8,-5
COCCC(=O)N1CCC(Oc2ccc(C(=O)N3CCCC(CCCO)C3)cc2)CC1 (configuration not stated),-6,1,-6,9,-4,-3,-15,-2,6,19,5

# Limited to Vif imaging (3 entries from above):
SMILES	Vif imaging
CCn1c(COc2ccccc2C)nnc1SCC(=O)CC(=O)Nc1ccccc1OC	-24
COc1cc([N+](=O)[O-])ccc1NC(=O)Cn1ccsc1=N	8
CCCc1cc(=O)[nH]c(SCC(=O)N(CCC#N)c2ccc3c(c2)OCCO3)n1	-4
